Screening data deposited in PubChem by Sanford-Burnham Center for Chemical Genomics.
ER stress surv: ER stress cell death inhibition; CSM14.1 thapsigargin ER stress survival, ATP luminescence; relative survival (cellular ATP), % at 15 µg/mL (by protocol); hit rate 0.33% among 48,000; AID 1010;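 active = survival measured by cellular ATP above 50% at 15 µg/ml in the first screen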;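 note: cell death triggered by about 15 µM thapsigargin; ATP read 24 h after thapsigargin was added; plate controls were thapsigargin with DMSO for no effect and DMSO without thapsigargin for full effect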
* = called active by the depositor. Some of the compounds tested; the hit share may differ from the screen's.

SMILES	ER stress surv
CCCCP(=O)(CCCC)CCP(=O)(CCCC)CCCC	0
O=C(/C=C/c1ccc2c(c1)OCO2)NCC1CCCO1 (stereo not drawn)	-1
O=C1NC(=S)N(c2ccccc2)C(=O)/C1=C/c1ccc(Br)cc1	5
COC(C(=O)N1CCCCCC1)(c1ccccc1)c1ccccc1	11
COc1ccccc1CC(=O)Nc1cccc(C)c1C	-2
O=C(N/C(=C/c1cccc(Br)c1)C(=O)N1CCOCC1)c1ccccc1	5
Cc1ccc(C(=O)CC2(O)C(=O)Nc3ccccc32)cc1 (stereo not drawn)	-2
CCOc1cccc2c1N(C(=O)Cc1ccccc1)C(C)(C)c1ssc(=S)c1-2	-2
CCOc1cc(OCC)cc(C(=O)Nc2cc3nn(-c4ccc(OC)cc4)nc3cc2C)c1	4
CCCOc1cccc(C(=O)Nc2cc(C(=O)OC)cc(C(=O)OC)c2)c1	3
O=C1CSC(c2ccccc2)N1/N=C/c1ccccc1 (stereo not drawn)	8
COc1ccc(/C(N)=N/OC(=O)c2cccc(I)c2)cc1OC	3

Among those listed so far, these contain an aryl methoxy group.
SMILES	ER stress surv
COc1ccccc1CC(=O)Nc1cccc(C)c1C	-2
CCOc1cc(OCC)cc(C(=O)Nc2cc3nn(-c4ccc(OC)cc4)nc3cc2C)c1	4
COc1ccc(/C(N)=N/OC(=O)c2cccc(I)c2)cc1OC	3

The listing continues:
SMILES	ER stress surv
O=C(COc1ccc(Cl)cc1Br)NNC(=O)c1ccc(O)cc1	4
O=[N+]([O-])c1ccc(N=Cc2c[nH]c3ccccc23)cc1	-1
C/C(Cn1nnc([N+](=O)[O-])n1)=N/NC(=O)c1ccc(Cl)cc1	3
N#Cc1c(NC(=O)c2cc(S(=O)(=O)N3CCOCC3)c(Cl)cc2Cl)sc2c1CCCC2	8
O=C(/C=C\c1ccccc1)Nc1ccc2c3c(cccc13)CC2	2
COc1c(I)cc(I)cc1/C=N/NC(=O)C1COc2ccccc2O1 (stereo not drawn)	3
Cc1ccc(-c2ccc(C=C3C(=O)N(C)C(=O)N(C)C3=O)o2)cc1[N+](=O)[O-]	7
CC(C)C(=O)Nc1ccc(NC(=O)c2ccco2)cc1	-5
O=C(c1cc(N2CCCCC2)c(F)cc1[N+](=O)[O-])N1CCCCC1	14
CC(C)Cc1ccc(C(C)C(=O)Nc2cccc(O)c2)cc1 (stereo not drawn)	-7
OC(C#CCN1CCCCC1)(c1ccccc1)c1ccccc1	-4
O=C(N/N=C/C=C/c1ccccc1)c1cc(C2CC2)[nH]n1	1
Cc1cc(C)cc(-n2c(O)c(/C=C3\C=Nc4ccccc43)c(=O)[nH]c2=O)c1	0
CCOC(=O)C1CCN(C(=O)Nc2ccc(Cl)c(Cl)c2)CC1	-2
CCOC(=O)c1cnn(-c2ncnc3sc(CC)cc23)c1N	9
O=C(O)CCCNC(=O)/C(=C\c1ccc(Cl)cc1)NC(=O)c1ccccc1	4
CCOC(=O)c1c(-c2ccc(Cl)cc2)csc1NC(=O)COc1ccc(F)cc1	2
O=C(NNc1cccc(F)c1)C(O)(c1ccccc1)c1ccccc1	-1
O=[N+]([O-])c1cccc(NS(=O)(=O)c2cc(Cl)ccc2Cl)c1	4
Fc1ccccc1-c1nnc2ccc3ccccc3n12	6
c1ccc(-c2[nH]nc(-c3cccnc3)c2-c2nc3ccccc3[nH]2)cc1	5
Cc1cc(Cl)ccc1OCC(=O)NNC(=O)Cc1ccc(Cl)cc1	14
CN1CCN(C(=O)c2nn3c(C(F)(F)F)cc(-c4ccc(Cl)cc4)nc3c2Cl)CC1	2
Cc1cccc(NC(=O)c2ccc(C(=O)Nc3cccc(C)n3)cc2)n1	17
O=C(O)CCC(=O)NNc1nc(-c2ccccc2)c2cc(Br)ccc2n1	4
O=C(c1ccco1)N1CCN(Cc2ccccc2Cl)CC1	-4
CCOC(=O)CSc1nc2sc3c(c2c(=O)n1CC)CC(C)(C)OC3	10
C/C(=C1/SC(N2CCCC2)=NC1=O)c1ccc(Cl)cc1	-6
CCOc1cc(OCC)cc(C(=O)Nc2ccc(C)cc2)c1	-1
C=CCOC(=O)C1=C(C)NC2=C(C(=O)CCC2)C1c1ccccc1Cl (stereo not drawn)	8
COc1ccc(C2/C(=C(\O)c3ccc(Cl)cc3)C(=O)C(=O)N2CCCCCC(=O)O)cc1 (stereo not drawn)	7
COc1ccc(C(=O)N2CCN(Cc3cc(OC)c(O)c(OC)c3)CC2)cc1	-4
Cc1ccc(OCC(=O)Nc2ccc(OC(F)(F)F)cc2)c(C)c1	3
CCn1c(NC(=O)c2ccc(Cl)cc2)nc2ccccc21	3
CCN(CC)Cc1ccc(OC(C)C)c(CN(CC)CC)c1	-5
Cc1c(Cc2ccccc2)c(=O)oc2cc(O)ccc12	2

Reprinted at random: 3 compounds from above
SMILES	ER stress surv
C/C(=C1/SC(N2CCCC2)=NC1=O)c1ccc(Cl)cc1	-6
Cc1ccc(OCC(=O)Nc2ccc(OC(F)(F)F)cc2)c(C)c1	3
Cc1c(Cc2ccccc2)c(=O)oc2cc(O)ccc12	2

Continued.
SMILES	ER stress surv
COc1ccc(C(=O)Nc2ccc(C(=O)N3CCOCC3)cc2)cc1OC	2
C(=N/Nc1nc2ccccc2s1)/c1ccc(N2CCOCC2)cc1	-6
O=C(O)c1ccc(C=Nc2cccc3ccccc23)cc1	-2
CCCC(=O)Nc1ccc(NC(=O)c2ccc(-c3ccc(Cl)cc3)o2)cc1	11
O=c1c2c(nc3cc(-c4cccc(Cl)c4)[nH]n13)CCC2	-1
CCOC(=O)c1c(CC(C)C)csc1NC(=O)c1ccccc1Cl	11
NC(=O)c1ccccc1NC(=O)COc1ccccc1Cl	9
N#C/C(=C\c1cn(CC(=O)Nc2ccccc2)c2ccccc12)C(=O)Nc1ccccc1	23
COc1ccccc1C(=O)Nc1nc2ccc([N+](=O)[O-])cc2s1	-2
CCCCOP(=O)(C(C)C)C(C)C	3
O=C(CN(c1ccc(F)cc1)S(=O)(=O)c1ccccc1)NCCc1ccccc1	10
CN(C)c1ccc(/C=C(\C#N)c2nc(C#N)c(N)c(C#N)c2N)cc1	-4
Cc1cc(Cl)ccc1OCC(=O)Nc1ccccc1CO	2
COC(=O)c1ccc(NC(=O)CCNS(=O)(=O)c2ccc(C)cc2)cc1	7
COc1ccc(OC)c(C2C=C(Nc3ccccc3)C(=O)N2c2ccccc2)c1 (stereo not drawn)	7
COc1ccc(/C=C/C(=O)c2cccc(OC)c2)cc1	-9
COc1cc(/C=C2\SC(=S)N(c3cccc(Cl)c3)C2=O)ccc1O	12
CC(C)C(=O)Nc1ccc(N(C)C)cc1	2
CCCC1CCc2c(sc(N)c2C#N)C1 (stereo not drawn)	-4
Nc1cc(NC(=O)c2cccc(Cl)c2)cc(Oc2cccnc2)c1	-1
COc1ccc(-c2c(C#N)c(N)nc3c2CC(C)CC3)cc1 (stereo not drawn)	3
CC(C)=CCC/C(C)=C/CC(C)(C)C1OCCC(C)O1 (stereo not drawn)	7
COc1ccc(CCNC(=O)C(=O)NCCCOC(C)C)cc1	5
CCOc1cccc(N2C(=O)/C(=C/c3ccc(N(CC)CC)cc3OC)C(=O)NC2=S)c1	14
CC(=O)N1c2ccccc2NC2=C(C(=O)CC(C)(C)C2)C1c1c(F)cccc1Cl (stereo not drawn)	6
COC(=O)c1ccc(COc2ccc3c4c(c(=O)oc3c2)CCC4)cc1	4
CC(=O)N(C)c1ccc(NC(=O)COc2ccc3ccccc3c2)cc1	6
Cc1cccc(NC(=O)C(=O)NCC(C)O)c1C (stereo not drawn)	13
Cc1ccccc1N1CCN(C(=S)c2ccc(N(C)C)cc2)CC1	14
CN(C)CCOC(=O)C12CCC3CC(CC(C3)C1)C2	0
O=C(NC1CCCCC1)c1ccc2nc3ccccc3nc2c1	-2
O=C1C2C3C=CC(CO)(O3)C2C(=O)N1c1cc(C(F)(F)F)ccc1Cl (stereo not drawn)	7
CCNC(=S)NNC(=O)CSc1nc2ccccc2n1Cc1ccccc1	7
O=C(Cc1ccccc1)N1N=C(c2ccncc2)CC1(O)C(F)(F)F (stereo not drawn)	-1
Cc1ccc2oc(-c3cccc(N)c3C)nc2c1	-14
Cc1[nH]n(-c2ccccc2)c(=O)c1C=Nc1cccc(Cl)c1	4
COc1cc(/C=C2/NC(=S)NC2=O)ccc1OCc1ccccc1Cl	2
O=C(Nc1sc2c(c1C(=O)N1CCOCC1)CCCCC2)c1ccc([N+](=O)[O-])cc1	8
O=C(O)c1ccc(Oc2ccc(-c3ccc(Oc4ccc(C(=O)O)c(C(=O)O)c4)cc3)cc2)cc1C(=O)O	9
O=C1c2cc(S(=O)(=O)n3cnc4ccccc43)ccc2-c2ccc(S(=O)(=O)n3cnc4ccccc43)cc21	0
Cc1nnc(NC(=O)c2cc(Cl)cc(Cl)c2)s1	0
COc1ccc(/C=C2\SC(N)=NC2=O)cc1	8
COc1cc(OC)cc(C(=O)Nc2cc(-c3nc4cc(Cl)ccc4o3)ccc2C)c1	7
O=C1CC(NCCc2ccc(Cl)cc2)C(=O)N1c1ccc(Br)cc1 (stereo not drawn)	7
CCOc1ccc(-c2csc(/C(C#N)=C\Nc3ccc(F)cc3)n2)cc1	6
CC(Cc1ccccc1)NC(=O)c1cc2ccccc2o1 (stereo not drawn)	6
C=CCN(CC=C)C(=O)COc1ccc(Cl)cc1	-3
CCOc1cc(OCC)cc(C(=O)Nc2cccnc2)c1	-4

2 entries from above, in markdown.
| SMILES | ER stress surv |
| --- | --- |
| CCOc1cc(OCC)cc(C(=O)Nc2cccnc2)c1 | -4 |
| Cc1nnc(NC(=O)c2cc(Cl)cc(Cl)c2)s1 | 0 |

(next part)
SMILES	ER stress surv
Cc1cc([N+](=O)[O-])ccc1N1C(=O)c2ccc(C(=O)Nc3ccccc3C(=O)O)cc2C1=O	2
Cc1cc(C)n2c(SCC(C)C)nnc2n1	9
COc1ccc(Oc2ccc(Oc3ccc(OC)cc3)cc2)cc1	14
Cc1ccc(OCC(N)=O)c(Br)c1	-2
COCCNC(=O)CN(c1ccc(OC)cc1OC)S(C)(=O)=O	11
CC1=NN(c2ccc(S(N)(=O)=O)cc2)C(=O)/C1=C/c1ccc(-c2ccc(Cl)cc2Cl)o1	0
CC(=O)Nc1ccc(S(=O)(=O)NNC(=O)c2ccccc2Cl)cc1	-1
O=C(Nc1c(-c2ccccc2)nc2ccc(Cl)cn12)c1ccc(Br)cc1	-1
O=C(N/N=C/c1c2ccccc2cc2ccccc12)c1cccc([N+](=O)[O-])c1	-1
CCOC(=O)c1c(NC(=O)Cc2ccccc2)sc(C(=O)Nc2cc(C(F)(F)F)ccc2Cl)c1C	1
C=CCN1C(=O)C(Cc2cccc(C)c2)SC1=Nc1ccc(C(=O)O)cc1 (stereo not drawn)	12
O=C(NCCOc1ccccc1)C(O)(c1ccc(F)cc1)c1ccc(F)cc1	16
O=C1c2cccc3cccc(c23)C(=O)N1CCN1CCN(S(=O)(=O)c2ccc3ccccc3c2)CC1	6
CCN(C(=O)c1ccc(NC(C)=O)cc1)c1ccccc1C	9
CCN(C(C)=O)C1=C(O)c2ccccc2C(=O)C1=O	7
CCCCOC(=O)c1ccc(NC(=O)C2CC(C)=C(C)CC2C(=O)O)cc1 (stereo not drawn)	4
COc1ccc(C(NC(=O)c2cccc(C)c2)NC(=O)c2cccc(C)c2)cc1OC	-3
COc1cc2c(cc1OC)C1=NNC(=O)C1=NC(C)(C)C2	-9
O=C(CC(c1ccccc1)c1cc(C(=O)N2CCOCC2)ccc1O)N1CCOCC1 (stereo not drawn)	-4
O=C(NNC(=O)c1ccc(Cl)c([N+](=O)[O-])c1)c1ccccc1	11
O=C(CN1CCCC1=O)NC1C2CC3CC(C2)CC1C3 (stereo not drawn)	-7
COc1ccc(-c2c(C)nn3c(-c4cccs4)cc(C(F)(F)F)nc23)cc1	3
Cc1ccccc1NC(=O)c1c(-c2cnc3ccccc3c2C(=O)Nc2ccccc2C)cnc2ccccc12	2
Cc1cc(C)c(OCCCCn2ccnc2)c(C)c1	-4
COc1ccc(-c2nc(-c3ccc(NC(C)=O)cc3)[nH]c2-c2ccc(OC)cc2)cc1	-4
COc1cc(C=C2C(=O)NC(=S)NC2=O)ccc1OCc1ccc(Cl)cc1	-6
O=C1CC(CC(=O)N/N=C/c2ccccc2[N+](=O)[O-])=NN1	6
COc1ccc(N2C(=O)CC(Nc3ccc(O)cc3)C2=O)cc1 (stereo not drawn)	-4
COCCCNS(=O)(=O)c1ccc(F)cc1	6
CC(C)(C)c1ccc(-c2nnc(-c3ccc(Br)o3)o2)cc1	9
O=C(/C=C/c1ccccc1Cl)Nc1cccc(F)c1	0
N#CC1=C(SCC(=O)Nc2ccc(Br)cc2)NC(=O)CC1c1cccs1 (stereo not drawn)	12
c1ccc(Nc2nc(-c3ccncc3)cs2)cc1	-5
COc1cccc(NC(=O)CN(c2ccc(Cl)cc2)S(C)(=O)=O)c1	3
CC1(C)C(C=C(Cl)Cl)C1C(=O)Nc1cccc(C(=O)O)c1 (stereo not drawn)	6
COc1ccc(Cl)cc1NC(=O)CC(C)C	6
CCCn1c(/N=C/c2ccccc2O)nc2ccccc21	-3
Cc1ccc(C)c(C(=O)c2ccccc2NC(=O)c2ccccn2)c1	11
CC(C)c1ccc(/C=C/C(=O)Nc2ccccn2)cc1	-12
N#CC1=C(SCC(=O)Nc2ccc(Br)cc2)NC(=O)CC1c1cccc2ccccc12 (stereo not drawn)	-1
COc1ccc(NC(=O)c2cccc(I)c2)cc1Cl	0
Cc1ccccc1N1OC2C(=O)N(c3ccccc3)C(=O)C2C1c1cccs1 (stereo not drawn)	7
O=C(Nc1cccc(O)c1)c1cccnc1	-2

Nothing new here: 3 of the compounds above.
SMILES	ER stress surv
CCCCP(=O)(CCCC)CCP(=O)(CCCC)CCCC	0
O=C(/C=C/c1ccc2c(c1)OCO2)NCC1CCCO1 (stereo not drawn)	-1
O=C1NC(=S)N(c2ccccc2)C(=O)/C1=C/c1ccc(Br)cc1	5
